# Screening data: PubChem BioAssay, several laboratories
# BAP1 inh – inhibitors of human BAP1 deubiquitinase; Q92560; recombinant BAP1, Ub-AMC hydrolysis fluorescence kinetic; active compounds read low; activity remaining (% of control), % at 20 µM; actives 0.48% (n = 72,000); AID 436;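 active = activity remaining at or below 50% of control, provided the compound also passes the data quality filters; inactive = the rest, including low values that fail the filters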;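 also: 100% = DMSO wells rate and 0% = substrate alone blank rate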
# Target sequence (Q92560 whole entry, looked up): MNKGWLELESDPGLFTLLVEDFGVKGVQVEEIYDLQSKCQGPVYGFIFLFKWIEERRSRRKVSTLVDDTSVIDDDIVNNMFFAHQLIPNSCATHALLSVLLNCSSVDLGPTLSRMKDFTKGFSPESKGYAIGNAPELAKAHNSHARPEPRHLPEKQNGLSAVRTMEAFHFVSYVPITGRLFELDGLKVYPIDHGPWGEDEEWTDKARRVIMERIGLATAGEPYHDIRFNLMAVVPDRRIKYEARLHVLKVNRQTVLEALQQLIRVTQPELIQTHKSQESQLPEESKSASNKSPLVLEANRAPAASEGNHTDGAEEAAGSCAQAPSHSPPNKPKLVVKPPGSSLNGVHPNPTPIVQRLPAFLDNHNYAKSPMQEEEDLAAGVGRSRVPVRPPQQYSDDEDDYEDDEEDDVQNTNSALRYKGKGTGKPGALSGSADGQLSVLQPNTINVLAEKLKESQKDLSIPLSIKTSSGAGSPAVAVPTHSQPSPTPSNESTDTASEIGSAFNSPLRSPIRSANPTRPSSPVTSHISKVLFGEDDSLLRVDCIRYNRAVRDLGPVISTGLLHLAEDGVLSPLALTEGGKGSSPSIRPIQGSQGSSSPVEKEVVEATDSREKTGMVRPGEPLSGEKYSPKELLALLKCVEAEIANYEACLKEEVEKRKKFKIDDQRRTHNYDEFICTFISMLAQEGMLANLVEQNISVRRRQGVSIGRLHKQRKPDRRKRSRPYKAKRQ
# HePTP inhibitor – human HePTP phosphatase inhibition; P35236; inhibition, % at 20 µM; actives 0.64% (n = 110,000); recombinant HePTP phosphatase activity, OD absorbance; in the data active = inhibition above about 50%;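 also: plate controls were vehicle for no effect and reference inhibitor for full effect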
# Target sequence (P35236 whole entry, looked up): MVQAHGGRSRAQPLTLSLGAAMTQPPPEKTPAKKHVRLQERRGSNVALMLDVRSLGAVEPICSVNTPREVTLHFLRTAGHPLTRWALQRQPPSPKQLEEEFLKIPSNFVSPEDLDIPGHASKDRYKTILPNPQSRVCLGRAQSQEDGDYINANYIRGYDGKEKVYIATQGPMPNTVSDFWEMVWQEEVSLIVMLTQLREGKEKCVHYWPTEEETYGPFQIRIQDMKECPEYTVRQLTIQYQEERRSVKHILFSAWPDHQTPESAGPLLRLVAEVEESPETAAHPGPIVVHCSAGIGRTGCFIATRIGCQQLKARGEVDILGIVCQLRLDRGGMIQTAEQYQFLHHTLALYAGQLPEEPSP
# Active calls of the source: *; i = inactive; / = not tested or not shown; & = joins results of further samples.
1) CC1CC2(CC(C)(C(=O)CSc3n[nH]c(-c4ccccc4Cl)n3)OC2=O)C(=O)O1 (configuration not stated)
2) Cc1cc(C)n2nc(SCC#N)nc2n1
3) N/C(=N\N=C\c1c(O)ccc2ccccc12)c1nonc1N
4) CCOC(=O)N1CCN(C(=O)CN(Cc2ccccc2)S(=O)(=O)c2ccc(OC)c(C)c2)CC1
5) CC(=O)Nc1ccc(-c2nn[nH]n2)cc1Cl
6) CC(=O)Nc1cc2c(cc1NC(=O)Cn1nc(-c3ccccc3F)ccc1=O)OCCO2
7) COc1cccc(/C=C2/C=C(c3ccc(Br)cc3)OC2=O)c1OC(C)=O
8) Cc1cc(/C=C2/NC(=O)NC2=O)c(C)n1-c1cccnc1
Assay by compound | 1 | 2 | 3 | 4 | 5 | 6 | 7 | 8
HePTP inhibitor | -4.0 | -6.9 | -14.3 | -5.5 | 15.3 | 5.6 | 5.6 | 5.5
BAP1 inh | 91.1 | 97.9 | / | 114.0 | 94.1 | 104.6 | / | /

9) CC(C)Cn1nc(NC(=O)C2CCCO2)c2cc3ccccc3nc21 (configuration not stated)
10) Cc1ccccc1N1C(=O)c2ccccc2C1Nc1cccnc1 (configuration not stated)
11) CCc1c(O)nc(SCCN(CC)CC)[nH]c1=O
12) C=CCOc1ccc(/C=C2\SC(N)=NC2=O)cc1OC
13) O=C(O)c1cnn2c1NC(c1cccs1)CC2C(F)(F)F (configuration not stated)
14) Cc1ccc(Cl)cc1NC(=O)COc1cccc(C)c1C
15) CC(Oc1ccccc1Br)C(=O)N1CCc2ccccc21 (configuration not stated)
16) Clc1ccccc1-c1noc(C2CCC(c3ccccc3)CC2)n1 (configuration not stated)
Assay by compound | 9 | 10 | 11 | 12 | 13 | 14 | 15 | 16
HePTP inhibitor | 8.1 | -7.0 | 6.8 | 1.8 | -3.4&-7.4 | 10.9 | -0.6 | /
BAP1 inh | 109.8 | 91.1 | / | / | 93.5 | / | 122.9 | 62.3

17) CCOc1ccc(-c2cc(C(=O)OC)c3ccccc3n2)cc1
18) Cc1nnn(C23CC4CC(CC(C4)C2)C3)n1
19) O=C(NCc1ccco1)C(Cc1ccccc1)NS(=O)(=O)c1cccc2nsnc12 (configuration not stated)
20) COC(=O)c1c(/N=C/N(C)C)ncn1-c1ccccc1OC
21) Cc1ccc(/C=C2/SC(=S)N(NC(=O)c3ccccc3Br)C2=O)o1
22) O=S(=O)(c1ccccc1)n1ccc2ccccc21
23) COCCNC(=O)CS(=O)Cc1nc(-c2ccc(Cl)cc2)oc1C (configuration not stated)
24) CCOC(=O)COc1ccc(S(=O)(=O)NCCC2=CCCCC2)cc1
Assay by compound | 17 | 18 | 19 | 20 | 21 | 22 | 23 | 24
HePTP inhibitor | -9.9 | 0.5 | 5.5 | -16.3 | 5.1 | 0.9 | 3.0 | -3.8
BAP1 inh | / | 88.3 | 86.9 | / | / | 100.7 | 104.2 | 103.0

25) O=C(Nc1ccc2oc(-c3ccccc3)nc2c1)c1ccc(Cl)cc1
26) CCc1ccccc1NC(=O)C(=O)NCCCOC
27) O=C(COc1ccc2ccccc2c1)NCc1cccnc1
28) COc1ccc(Cl)cc1C(=O)Nc1ccc(N2CCCCC2)c(Cl)c1
29) Clc1ccc(/C=C/C=Nc2ccc(-c3nc4ccccc4o3)cc2)cc1
30) Cc1ccc(N2CCN(S(=O)(=O)c3ccc(F)cc3)CC2)c(C)c1
31) c1ccc(CC2=NNC(c3ccccc3)S2)cc1 (configuration not stated)
32) Cc1cccc(OCC(O)Cn2c(-n3nc(C)cc3C)nc3c2c(=O)[nH]c(=O)n3C)c1 (configuration not stated)
Assay by compound | 25 | 26 | 27 | 28 | 29 | 30 | 31 | 32
HePTP inhibitor | / | 1.7 | 10.9 | -7.4 | 2.0 | -10.1 | 9.5 | 2.5
BAP1 inh | 61.0 | / | / | / | / | 88.8 | / | 101.0

33) Cc1ccc(S(=O)(=O)c2c(N)n(/N=C/c3ccco3)c3nc4ccccc4nc23)cc1C
34) COc1ccc(OC)c(C=NNC(=O)Cn2nnc3ccccc32)c1
35) CC(=O)c1nc2ccccc2n1S(=O)(=O)c1ccc(Cl)cc1
36) Cc1c(C(=O)N2CCN(c3ccccc3)CC2)sc2ncnc(N3CCN(c4ccccc4)CC3)c12
37) CC(=O)C12c3ccccc3C(c3ccccc31)C1C(=O)N(c3cc(C(F)(F)F)ccc3Cl)C(=O)C12 (configuration not stated)
38) Cc1ccccc1OCC(=O)NCCN1CCCC1
39) Cc1nc(Nc2nc3ccccc3o2)nc(C)c1C
40) CC(C)C(NC(=O)c1c(Cl)cccc1Cl)C(C)C
Assay by compound | 33 | 34 | 35 | 36 | 37 | 38 | 39 | 40
HePTP inhibitor | 2.7 | 6.2 | 5.9 | 7.1 | -10.5 | -1.1 | -4.8 | 7.1
BAP1 inh | / | / | 81.5 | 70.4 | / | 98.4 | / | /

# Whole records, looked up by structure.
# CCOC(=O)COc1ccc(S(=O)(=O)NCCC2=CCCCC2)cc1 as listed: HePTP inhibitor: -3.8; BAP1 inh: 103.0
# Cc1ccc(/C=C2/SC(=S)N(NC(=O)c3ccccc3Br)C2=O)o1 as listed: HePTP inhibitor: 5.1; BAP1 inh: /
# Cc1nnn(C23CC4CC(CC(C4)C2)C3)n1 as listed: HePTP inhibitor: 0.5; BAP1 inh: 88.3

# Additional records follow:
41) CCN(CCNS(=O)(=O)c1ccc2[nH]c(=O)sc2c1)c1ccccc1
42) O=C(CSc1nc2ccccc2o1)NCCOc1ccccc1
43) O=S(=O)(Nc1ccc(F)cc1)c1ccc2c(c1)Cc1cc(S(=O)(=O)Nc3ccc(F)cc3)ccc1-2
44) CCC(C)(C)NC(=O)C(c1ccc(F)cc1)N(Cc1ccco1)C(=O)CCC(=O)Nc1ccccn1 (configuration not stated)
45) COc1ccc(C(=O)Nc2ccc(-c3nc4ccccc4s3)cc2)cc1Br
46) O=C(NCCOCc1ccccc1)c1ccc(Cl)cc1Cl
47) Cc1c(NC(=O)C2CCCCN2S(=O)(=O)c2ccc(Cl)cc2)c(=O)n(-c2ccccc2)n1C (configuration not stated)
48) Cn1c(=O)c2c(SCC(=O)N3CCN(c4ccccc4)CC3)nc(C3CC3)nc2n(C)c1=O
Assay by compound | 41 | 42 | 43 | 44 | 45 | 46 | 47 | 48
HePTP inhibitor | -6.4 | -5.4 | -2.9 | -6.3 | 5.6 | 4.0 | 13.1 | 9.5
BAP1 inh | 87.9 | 110.9 | / | 80.7 | / | / | 94.6 | 66.6

49) Oc1ccc(Nc2nc(-c3cccs3)cs2)cc1
50) CCn1c(COc2ccc(Cl)cc2)nnc1SCc1ccc(C#N)cc1
51) Cc1nnc(N2C(=O)c3ccc(-c4nc5ccccc5c(=O)o4)cc3C2=O)s1
52) CCn1c(=O)cc(NC2=NCC(C)CN2c2cccc(Cl)c2)n(C)c1=O (configuration not stated)
53) CCn1c(=O)cc(SCC(=O)N2CCC(C)CC2)c2ccccc21
54) Cc1oc(/N=C/c2ccccc2O)c(C#N)c1C
55) CC1(C)Oc2ccc3ccc(=O)oc3c2/C(=N\O)C1=O
56) CC1(C)CC(NC(=O)c2ccccc2Br)CC(C)(C)N1
Assay by compound | 49 | 50 | 51 | 52 | 53 | 54 | 55 | 56
HePTP inhibitor | 3.7 | -7.2 | -4.7 | -4.7 | 11.9 | -10.6 | 4.7 | 3.7
BAP1 inh | / | 95.2 | / | 102.1 | 99.6 | 68.7 | / | /

57) O=C(c1cc2c(=O)n3ccccc3nc2s1)N1CCOCC1
58) O=C(Nc1cccnc1)c1c(O)c2cccc3c2n(c1=O)CC3
59) O=C(COc1ccccc1Cl)Nc1cccc(-c2nc3ncccc3o2)c1
60) Cc1cc2nc3c(=O)c(=O)c3nc2cc1C
61) O=[N+]([O-])c1ccc(C2Nc3c(cccc3[N+](=O)[O-])C3C=CCC32)cc1 (configuration not stated)
62) O=C(/C=C/c1ccccc1)Nc1cccc(Br)c1
63) Cn1c[n+](C)cc1/C=N/O
64) Fc1ccccc1N1CCN(Cc2nc(-c3ccccc3)no2)CC1
Assay by compound | 57 | 58 | 59 | 60 | 61 | 62 | 63 | 64
HePTP inhibitor | 9.6 | -11.4 | -10.3 | / | 7.4 | -0.8 | 4.2 | 6.0
BAP1 inh | / | 99.2 | / | 59.8 | / | / | 141.3 | 99.1

65) CCOC(=O)c1ccc(N2CSC3=C(C#N)C(c4cccs4)CC(=O)N3C2)cc1 (configuration not stated)
66) Cc1nnc(Nc2ccc(C(=O)Nc3c(Cl)cccc3Cl)cc2)c2ccccc12
67) S=C(N=Nc1ccccc1)NNc1ccccc1
68) Cc1ccc2nc(-c3cccc(S(=O)(=O)N(C)C)c3)cn2c1
69) CC(=O)c1ccc(S(=O)(=O)N(Cc2cc3cc4c(cc3[nH]c2=O)OCCO4)CC2CCCO2)cc1 (configuration not stated)
70) CC(C)c1cc(C(=O)Nc2cccc(Cl)c2)no1
71) O=C(Cc1cccc2ccccc12)NCC1(c2ccccc2)CCOCC1
72) O=c1cc(O)nc(SCc2ccccc2Cl)[nH]1
Assay by compound | 65 | 66 | 67 | 68 | 69 | 70 | 71 | 72
HePTP inhibitor | -0.6 | -12.3 | -11.1 | 3.4 | -10.2 | -1.7 | 13.4 | 1.6
BAP1 inh | 99.5 | / | 139.0 | 103.1 | 83.6 | 103.9 | / | 94.5

73) Cc1c(Br)c([N+](=O)[O-])nn1CC(=O)N1CCN(C)CC1
74) COC(=O)C1=C(C)N(C)C(C)=C(C(=O)OC)C1c1ccncc1
75) O=C(c1cc(-c2cccs2)on1)N1CCN(c2ccc(F)cc2)CC1
76) Cc1nc(N2CCCC2C(=O)O)c2oc3ccccc3c2n1 (configuration not stated)
77) CC(=O)NCc1cn2c(C)csc2n1
78) CC(=O)Oc1ccc2c(C)cc(=O)[nH]c2c1
79) O=C(Nc1ccc(N2CCOCC2)c(Cl)c1)c1ccc([N+](=O)[O-])cc1Cl
80) Cc1ccc(C)c(S(=O)(=O)Nc2cc(Br)c(O)c3ccccc23)c1
Assay by compound | 73 | 74 | 75 | 76 | 77 | 78 | 79 | 80
HePTP inhibitor | 11.4 | 7.5&7.4 | 1.8 | 4.1 | 3.7 | 8.4 | -0.3 | 7.0
BAP1 inh | / | 79.2 | 91.2 | 96.9 | 91.3 | i | / | /

81) Cc1cc2nc(-c3cccc(NC(=S)NC(=O)c4ccco4)c3)oc2cc1C
82) COc1ccc(CNCC(=O)Nc2cc(C)nn2-c2nc(C)cc(C)n2)cc1OC
83) CCC(O)(C#CCN1CCCCC1)CC
84) COc1cc2c(cc1NC(=O)c1ccc(F)cc1)oc1ccccc12
85) COCCn1c(-c2cc(OC)c(OC)c(OC)c2)nc2oc3ccccc3c(=O)c2c1=O
86) COc1cccc(Nc2nc(=O)[nH]nc2C)c1
87) COc1ccc(N2CCC(CNC(=O)Nc3ccc(OC)cc3OC)C2)cc1 (configuration not stated)
88) Cc1ccc(C(=O)C[n+]2ccc3ccccc3c2)cc1[N+](=O)[O-]
Assay by compound | 81 | 82 | 83 | 84 | 85 | 86 | 87 | 88
HePTP inhibitor | -8.8 | 11.5 | -0.5 | 5.6 | -10.7 | 7.7 | 5.9 | /
BAP1 inh | / | 93.3 | / | / | 93.9 | 130.8 | 99.2 | 114.4

89) Cc1ccc(OCCCC(=O)Nc2ccc(S(=O)(=O)Nc3cc(C)on3)cc2)cc1
90) COC(=O)c1[nH]c2cccc(OC)c2c1NC(=O)CCN1CCN(c2ccccc2F)CC1
91) COc1ccc(-c2nnc(SCc3ccccc3F)o2)cc1OC
92) Cc1c(-c2ccc(Cl)cc2)nc2ccccc2c1C(=O)O
93) Cc1ccc(C23CC4CC(CC(NC(=O)N5CCN(C)CC5)(C4)C2)C3)cc1
94) CC(C)(C)NC(=O)c1cc(NC(=O)c2cccs2)cc(NC(=O)c2cccs2)c1
95) Cc1ccc2nc(NC3=NC(CC(=O)O)C(=O)N3)nc(C)c2c1 (configuration not stated)
96) Cc1ccc(-c2nc(CS(=O)CC(=O)NCCC(C)C)c(C)o2)cc1 (configuration not stated)
Assay by compound | 89 | 90 | 91 | 92 | 93 | 94 | 95 | 96
HePTP inhibitor | 7.8 | 7.9 | 5.5 | -5.4 | 7.1 | 6.6 | -6.5 | 6.0
BAP1 inh | / | 64.3 | 118.0 | / | 139.9 | / | / | 88.1

97) CCOc1cccc(C=Nc2ccc(NC(=O)c3cccc(Cl)c3)cc2)c1O
98) COc1ccc(OCc2nnc(SCC(=O)NCc3ccco3)o2)cc1
99) CC(C)CNc1nc(Oc2ccc(=O)n(-c3ccccc3)n2)nc(N2CCOCC2)n1
100) CC(C)(C)OC(=O)N[C@@H](Cc1ccccc1)c1nnc(S(=O)(=O)Cc2cccc(F)c2)o1
101) Cc1cc(C)n2nc(-c3ccc(Cl)cc3)cc2n1
102) CCCCN(CCCC)S(=O)(=O)c1ccc(I)cc1
103) N/C(=N\N=C\c1ccc(O)cc1)c1nonc1N
104) NC(N)=NC(=O)c1nc(Cl)c(N)nc1N
105) CCOC(=O)N1CCN(C(=O)CSc2nc3c(cnn3-c3ccccc3)c(=O)[nH]2)CC1
106) CC(C)Oc1ccc(NC(=O)Oc2ccccc2)cc1
Assay by compound | 97 | 98 | 99 | 100 | 101 | 102 | 103 | 104 | 105 | 106
HePTP inhibitor | / | -1.2 | 5.9 | -5.4 | -12.8 | 3.2 | 6.2 | 11.8 | -10.0 | 4.7
BAP1 inh | 62.3 | 102.6 | 70.8 | 84.8 | / | / | / | / | 103.3 | 91.2

# Reformatted with values under each structure: entries from further up.
# Every second line gives: HePTP inhibitor | BAP1 inh
102. CCCCN(CCCC)S(=O)(=O)c1ccc(I)cc1
  3.2 | /
105. CCOC(=O)N1CCN(C(=O)CSc2nc3c(cnn3-c3ccccc3)c(=O)[nH]2)CC1
  -10.0 | 103.3
106. CC(C)Oc1ccc(NC(=O)Oc2ccccc2)cc1
  4.7 | 91.2
